# Screening results: PubChem, National Center for Advancing Translational Sciences (NCATS)
# EPAC1 ag: EPAC1 (human) agonism | O95398 | EPAC1 agonist qHTS, biochemical assay; response scale: 100% = response to 6.5 mM cAMP | Potency, µM (titrated, usually from 154 µM), without a hit: top-dose activation, hits mostly activators | 360,000 tested, 0.073% active | AID 720707; note: nearly all actives have a fitted effect of over 60% in size
#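 Nucleotide exchange by EPAC1 (100 nM) on Rap1B–BODIPY-GDP (250 nM) in the presence of 50 uM GDP is tracked fluorescently at 480/540 nm over 30 min. Signals are normalized to a 6.5 mM cAMP control.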
# EPAC2 ag: activates human EPAC2 exchange factor; Q8WZA2; Potency, µM (series often up to 154 µM), without a hit: top-dose activation, actives largely listed as activators; 360,000 tested, 0.079% active; EPAC2 activation, biochemical qHTS; response scale: 100% = 6.5 mM cAMP response; note: nearly all actives have a fitted effect of over 50% in size
#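 Compounds were added across a concentration range to EPAC2 (100 nM), RAP1B-BODIPY-GDP (250 nM) and GDP (50 uM). After 5 min at room temperature, fluorescence was recorded at 5-min intervals for 30 min.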
# FUS suppressor: FUS proteinopathy suppression in yeast | S. cerevisiae FUS-expressing, growth rescue, OD600, 24 h | Potency, µM (doses to about 76.6 µM), for inactives: top-dose growth rescue (activation), hits mostly activators | 390,000 tested, 0.24% active | AID 1347120;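 note: plate controls were DMSO vehicle for no effect and reference control for full effect; nearly all actives have a fitted effect of over 55% in size; some results filed as inactive show a strong effect at the top dose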
#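 Compound concentration series was pinned onto galactose-induced FUS-expressing yeast seeded at OD 0.005. Plates sat 24hr at 30C; absorbance at 600 nm gave growth. DMSO served as background control.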
# aSyn yeast inh: rescues yeast growth from alpha-synuclein toxicity; Yeast expressing alpha-synuclein, growth rescue, BacTiter-Glo, 24 h; Potency, µM (titrated, usually from 46.1 µM), for inactives: top-dose growth rescue (activation), usual class: activators; 370,000 tested, 0.14% active; AID 652106; note: % of control where 0% means no effect; nearly all actives have a fitted effect of over 65% in size
#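 Screening used galactose-induced yeast with toxic alpha-synuclein levels, exposed to compound for 24 hr at 30 deg C. Cell growth, read with BacTiter-Glo luminescence, gave the measured signal.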
# EPAC2 antag: EPAC2 (human) antagonism; Q8WZA2; EPAC2 GEF exchange of Rap1B-BODIPY-GDP, fluorescence; Potency, µM (series often up to 114 µM), for the others: top-dose activity, negative = inhibition, usual class: inhibitors; 360,000 tested, 0.18% active; AID 720708; note: % is set by controls: 0 for no effect and ±100 for the full control effect; nearly all actives have a fitted effect of over 45% in size; many of its hits are not listed in these tables
# PTHR1 agonist: activates the human parathyroid hormone receptor PTHR1; Q03431; HEK293 GP2 PTHR1 cells, GloSensor cAMP luminescence, 1 h; Potency, µM (series often up to 115 µM), without a hit: at the highest dose activation, most hits filed as activators; 410,000 tested, 0.075% active; AID 743266; note: nearly all actives have a fitted effect of over 55% in size; some results filed as inactive show a strong effect at the top dose; inactives centre near -15; many of its hits are not listed in these tables
#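 HEK-293-derived GP2 cells expressing PTHR1 and a GloSensor cAMP reporter, 3,000/well, plated overnight, given luciferin plus IBMX (each 0.5 mM as added) for 1 h at 37 °C, then compound for 1 h at 37 °C. Luminescence was read after 15 min at room temperature.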
# EPAC1 antag: blocks human EPAC1 exchange factor; O95398; EPAC1 GEF assay, Rap1b-BODIPY-GDP exchange fluorescence; Potency, µM (series often up to 115 µM), inactives show at the highest dose activity change, negative = inhibition, most hits filed as inhibitors; 360,000 tested, 0.14% active;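 note: plate controls were vehicle for no effect and positive control for full effect; nearly all actives have a fitted effect of over 50% in size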
# TDP43 rescue: TDP-43 toxicity inhibition in yeast. Potency, µM (top dose mostly 46.1 µM), inactives show at the highest dose growth rescue (activation), most hits filed as activators. AID 652104. 410,000 tested, 1.8% active. TDP-43 expressing yeast growth rescue, BacTiter-Glo, 24 h; note: % of control where 0% means no effect; nearly all actives have a fitted effect of over 50% in size
#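 In this qHTS, compounds that restore growth of yeast expressing TDP-43 appear as activators. Cells (OD600=0.02, galactose medium, raffinose-pregrown) are incubated with compound 24 hr at 30 deg C and growth is quantified by BacTiter-Glo.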
# Starred values were filed as active, the others as inactive; i = inactive; ? = inconclusive; . = no result given; [ ] = another dose, or the depositor's remark. Calls come from the whole dose curve; as a rule, active = well fitted curve in the direction sought with a large enough effect; inconclusive = small, poorly fitted or top-dose-only effect, or another doubt; inactive = no such curve, though single readings can be large; an effect the other way counts as inactive or inconclusive. Potency is the fitted concentration of half-maximal effect.
# Each structure is followed by: TDP43 rescue	EPAC2 antag	PTHR1 agonist	EPAC2 ag	EPAC1 ag	aSyn yeast inh	EPAC1 antag	FUS suppressor
CCCc1nc(SCC(=O)c2ccccc2)c2c(=O)n(C)c(=O)n(C)c2n1
 : 14.1µM*	-24.6%	-38.5%[inhibitor]	13.5%	0.4%	?	3.5%	2.5%
COc1ccc(CCNC(=O)c2coc3ccccc3c2=O)cc1OC
 : 14.3%	4.9%	-2.1%	1.6%	1.8%	4.1%	-7.3%	13.6%
COc1ccccc1NC(=O)c1ccc(S(=O)(=O)N2CCC(C)CC2)cc1
 : 8.9%	-12.0%	-46.6%[inhibitor]	4.2%	-4.9%	14.1%	-42.2%	?
COc1ccccc1CC(=O)NNC(=O)c1ccc(C(C)(C)C)cc1
 : 19.7%	3.1%	-24.3%	-0.6%	-0.2%	0.6%	3.5%	.
Cc1ccc(NC(=S)c2nc3ccccc3[nH]2)c(C)c1
 : 17.8µM*	-3.3%	-29.6%	0.1%	11.5%	-4.5%	-12.7%	-11.5%
CC(=O)Nc1sc(C)c(C)c1C(=O)OC1CCOC1=O (centres undefined)
 : -1.8%	-1.0%	i	-14.1%	-7.9%	1.0%	-5.4%	-12.8%
Cc1cccc(-n2cnc(C(=O)N/N=C/c3ccccc3)c2)n1
 : -13.6%	9.0%	i	7.9%	8.5%	-4.7%	-3.7%	5.3%
CCOC(=O)N1CCN(S(=O)(=O)c2ccc(OCC)c3ccccc23)CC1
 : 16.6%	-11.2%	-28.9%	17.6%	10.3%	19.7%	-13.6%	42.7%
CC1CN(C(=S)Nc2ccccc2)N(c2ccccc2)C1 (centres undefined)
 : 28.3%	-9.4%	i	11.7%	11.0%	-0.6%	6.7%	10.6%
CCCc1cc(=O)[nH]c(SCC(=O)c2cc(C)n(C(C)COC)c2C)n1 (centres undefined)
 : 0.0%	3.3%	i	11.1%	5.2%	-4.7%	-4.9%	12.7%
COC(=O)c1cccc(N(C(=O)c2ccco2)C(C(=O)NC2CCCC2)c2ccco2)c1 (centres undefined)
 : 19.0%	1.1%	i	11.3%	-18.3%	0.9%	-23.0%	0.6%
CS(=O)(=O)N1c2ccccc2[C@]2(Br)C[C@H]3C(=O)N[C@@H](Cc4ccccc4)C(=O)N3[C@H]12
 : -9.1%	1.8%	i	-4.2%	-2.9%	0.6%	4.3%	-2.5%
CC[C@@]12C(=O)N(c3ccc(C)cc3)C(=O)N1[C@H](c1ccc(Br)cc1)[C@@H]1C(=O)N(C(C)(C)C)C(=O)[C@@H]12
 : -5.7%	-13.0%	20.4%	-3.5%	-4.1%	-0.5%	-18.1%	43.9%
O/N=C(\c1ccccn1)C1CC1c1ccccc1 (centres undefined)
 : 16.5%	-18.3%	-33.9%[inhibitor]	3.4%	4.3%	14.9%	0.5%	1.7%
Cc1ccc(C2C=C(c3ccc4c(c3)OCO4)Nc3ncnn32)cc1 (centres undefined)
 : 12.6µM*	-5.4%	i	0.1%	3.4%	9.7%	13.6%	7.8%
Cc1ccc(OCC(=O)Nc2ccc3c(c2)OCCO3)cc1C
 : -12.9%	-19.5%	?	15.0%	3.5%	-0.3%	-17.2%	16.3%
CCOC(=O)c1ccc(NC(=O)C(C)Sc2nc(=O)cc(N)n2CCc2ccccc2)cc1 (centres undefined)
 : 21.4%	.	-4.4%	.	.	-0.8%	.	28.2%
CCCCCCCCCCCn1nnnc1N
 : -0.2%	2.0%	i	-6.0%	0.2%	0.4%	-12.4%	2.3%
Cc1nc2c(C)[n+](CC(=O)c3ccccc3)ccc2n1C
 : -8.6%	12.1%	-23.8%	13.4%	-10.7%	-4.5%	20.3%	25.8%
O=c1[nH]c(SCc2cccc(F)c2)nc2c1CCCC2
 : 6.0%	-6.5%	-21.5%	1.3%	-5.9%	-3.8%	-11.1%	.
CCNc1nc(N)nc(Oc2ccc(OCCOc3ccccc3)nn2)n1
 : 26.2%	-7.1%	-20.8%[57.5 µM]	9.2%	5.1%	-5.6%	3.0%	2.8%
CCOC(=O)c1sc(C)c2c1NC(C)(c1cccc3ccccc13)NC2=O (centres undefined)
 : 0.0%	-4.5%	23.6%[57.5 µM]	7.8%	14.5%	-1.3%	-21.0%	15.6%
CC(NC(=O)COC(=O)c1ccco1)c1ccccc1 (centres undefined)
 : 3.9%	-6.1%	i	10.6%	2.6%	-0.4%	0.0%	23.7%
CCCCNC(=O)[C@@H]1CSC2c3ccc(OC)c(OC)c3C(=O)N21 (some centres undefined)
 : -3.8%	1.4%	i	-1.5%	-2.6%	0.4%	-12.8%	-10.0%
CCc1ccc(NC(=O)c2cc(CC(C)C)on2)cc1
 : ?	-10.2%	i	-2.7%	-6.2%	1.5%	-2.3%	-27.2%
Cn1ncc(Br)c1C(=O)NC1CCCCCCC1
 : ?	-4.5%	i	5.6%	9.6%	6.6%	-3.7%	-7.7%

# Sorted by SMILES length (smallest number first): 3 of the compounds above.
# Each structure is followed by: TDP43 rescue	EPAC2 antag	PTHR1 agonist	EPAC2 ag	EPAC1 ag	aSyn yeast inh	EPAC1 antag	FUS suppressor
CC(NC(=O)COC(=O)c1ccco1)c1ccccc1 (centres undefined)
 : 3.9%	-6.1%	i	10.6%	2.6%	-0.4%	0.0%	23.7%
O=c1[nH]c(SCc2cccc(F)c2)nc2c1CCCC2
 : 6.0%	-6.5%	-21.5%	1.3%	-5.9%	-3.8%	-11.1%	.
CS(=O)(=O)N1c2ccccc2[C@]2(Br)C[C@H]3C(=O)N[C@@H](Cc4ccccc4)C(=O)N3[C@H]12
 : -9.1%	1.8%	i	-4.2%	-2.9%	0.6%	4.3%	-2.5%

# Entries of single compounds from above. Screens in order: TDP43 rescue	EPAC2 antag	PTHR1 agonist	EPAC2 ag	EPAC1 ag	aSyn yeast inh	EPAC1 antag	FUS suppressor
# `CCOC(=O)N1CCN(S(=O)(=O)c2ccc(OCC)c3ccccc23)CC1` across the screens: 16.6%	-11.2%	-28.9%	17.6%	10.3%	19.7%	-13.6%	42.7%
# `CCCc1nc(SCC(=O)c2ccccc2)c2c(=O)n(C)c(=O)n(C)c2n1` across the screens: 14.1µM*	-24.6%	-38.5%[inhibitor]	13.5%	0.4%	?	3.5%	2.5%
# `CCCCNC(=O)[C@@H]1CSC2c3ccc(OC)c(OC)c3C(=O)N21` (some centres undefined) across the screens: -3.8%	1.4%	i	-1.5%	-2.6%	0.4%	-12.8%	-10.0%

# Only EPAC2 ag (two entries from above):
structure	EPAC2 ag
CCOC(=O)c1sc(C)c2c1NC(C)(c1cccc3ccccc13)NC2=O (centres undefined)	7.8%
COc1ccccc1NC(=O)c1ccc(S(=O)(=O)N2CCC(C)CC2)cc1	4.2%

# Some of the compounds tested; rates above refer to the full screens.
